Assay outcomes: PubChem, Southern Research Specialized Biocontainment Screening Center
H1N1 NS1A inhibition: H1N1 influenza NS1A inhibitors, functional cell based assay (AID 504329) | NS1A functional cell-based assay, percent inhibition; higher % means a stronger effect | one-dose inhibition, % at 12.5 µM; IC50 in µM for titrated hits | hit rate 0.3% among 340,000; in the data active = a potency from the dose series; inconclusive = inhibition above about 27% without an active follow-up result; also: strong numbers were not always called active
VEEV TC-83 Vero: inhibitors of VEEV TC-83 cytopathic effect, confirmation, Vero cells (AID 588727); inhibition, % at 20 µM, or IC50 in µM where a hit was titrated; Vero cells, VEEV TC-83 cytopathic effect inhibition; higher % means a stronger effect; hit rate 0.13% among 350,000; in the data active = a potency from the dose series; inconclusive = inhibition mostly from about 14% at the one dose, without a potency; inactive = the rest, 99 in 100 with inhibition below about 12%; also: strong numbers were not always called active
tuberculosis growth: growth inhibition of non-replicating M. tuberculosis (AID 488890); hit rate 0.39% among 320,000; Mycobacterium tuberculosis non-replicating, growth inhibition; higher % means a stronger effect; inhibition, % at 25 µM, or IC50 in µM where a hit was titrated; in the data active = a potency from the dose series; inconclusive = inhibition mostly from about 82% at the one dose, without a potency; inactive = the rest, 99 in 100 with inhibition below about 76%;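 also: plate controls were DMSO cells for no effect and high antibiotic wells for full effect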
M. tuberculosis HTS: M. tuberculosis growth inhibition, HTS (AID 449762). M. tuberculosis H37Rv growth inhibition, 7H9 media; higher % means a stronger effect. one-dose inhibition, % at 25 µM; IC50 in µM for titrated hits. hit rate 0.59% among 330,000; in the data active = a potency from the dose series; inconclusive = inhibition above about 70% without an active follow-up result;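 also: bacterial growth assessed after seven days of incubation; strong numbers were not always called active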
PhoP GFP inhibition: PhoP regulon inhibitors, Salmonella typhi PhoP promoter GFP reporter, confirmatory (AID 1850); Salmonella Typhi PhoP-promoter GFP reporter, fluorescence, 4 h; higher % means a stronger effect; one-dose inhibition, % at 50 µM; IC50 in µM for titrated hits; hit rate 0.33% among 310,000; in the data active = a potency from the dose series; inconclusive = inhibition mostly from about 25% at the one dose, without a potency; inactive = the rest, 99 in 100 with inhibition below about 19%;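 also: 0% = induced wells with vehicle and 100% = uninduced wells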
VEEV TC-83 Vero 10K pilot screen: second read-out of VEEV TC-83 Vero, no call of its own (marks repeat the call); inhibition, %; measured here: 10K pilot screen inhibition
* = called active by the depositor; i = inactive; ? = inconclusive; . = no result given.

SMILES | H1N1 NS1A inhibition | VEEV TC-83 Vero | tuberculosis growth | M. tuberculosis HTS | PhoP GFP inhibition | others
Cc1ccc([N+](=O)[O-])cc1NC(=S)NCCc1ccccc1 | 14% | 5.9% | ? | -11% | -15%
CC(CC(=O)N1CCN(c2ccccc2)CC1)c1ccccc1 (configuration not stated) | 3% | 0.9% | -7% | -1% | -3%
Cc1nnc(Nc2ccc(Cl)cc2)s1 | 9% | 2.3% | -9% | -10% | 7%
CC1(C)C2CCC1(CS(=O)(=O)NC(CC(=O)O)c1cccc(Br)c1)C(=O)C2 (configuration not stated) | 2% | 1.4% | -2% | 8% | 12%
O=C(Cn1cc(C(=O)c2ccco2)c2ccccc21)Nc1ccccc1F | -2% | 8.1% | -2% | -7% | 15%
O=C(NN=C1CCC(c2ccccc2)CC1)c1cc2c(s1)CCCC2 (configuration not stated) | 0% | 0.2% | 22% | -3% | -5%
Cc1cc(C)nc(/N=C(\N)Nc2ccc(C(C)C)cc2)n1 | -5% | 2.5% | 61% | 8% | 10%
O=C(Cn1[nH]c(=O)c2ccccc2c1=O)NCC1COc2ccccc2O1 (configuration not stated) | -2% | 0.8% | 16% | -6% | .
c1ccc(COc2ccc(OCCOCCn3cncn3)cc2)cc1 | 0% | i | 18% | -2% | -11% | VEEV TC-83 Vero 10K pilot screen=0.6
COc1ccccc1CNC(=O)[C@@H]1CCCN1C(=O)C1CCN(S(=O)(=O)c2ccc(C)cc2)CC1 | -2% | 1.0% | 9% | -6% | -4%
C=CCn1c(Cc2cccs2)nnc1SCC(=O)Nc1cc(OC)cc(OC)c1 | -17% | 4.3% | 26% | 1% | 8%
CC1CCCCC12NC(=O)N(CC(=O)NCC(=O)Nc1ccc(F)c(F)c1F)C2=O (configuration not stated) | -10% | 2.8% | 0% | -1% | .
COc1ccc(N2CCN(C(C)C(=O)Nc3nnc(C)s3)CC2)cc1 (configuration not stated) | -9% | 0.1% | 26% | 5% | -1%
COC(=O)c1ccc(NC(=O)c2cn(-c3cccc(C)n3)cn2)cc1 | -8% | 1.6% | . | . | .
O=C(Nc1cccc(S(=O)(=O)N2CCCCC2)c1)c1cccs1 | -4% | 8.1% | 0% | -16% | -4%
CC(=O)N1CCN(C(=S)Nc2ccc(SC(F)F)cc2)CC1 | -8% | 0.3% | 0% | 2% | -3%
O=C(NCc1ccco1)c1cc(-c2ccccc2)nn1CC1CC(c2cccc([N+](=O)[O-])c2)=NO1 (configuration not stated) | -4% | 7.3% | 21% | 4% | .
Nn1c(SCC(=O)Nc2ccc3c(c2)OCCO3)nnc1-c1cccnc1 | -6% | 0.7% | -10% | -4% | -3%
CCOC(=O)/C=c1\s/c(=C\c2c(OCC)ccc3ccccc23)c(=O)n1CC(=O)NCC1CCCO1 (configuration not stated) | 2% | 8.4% | 16% | -6% | -15%
Cc1ccccc1CCNC(=O)C1CC(O)CN1C(=O)Nc1ccccc1 (configuration not stated) | -2% | 0.3% | -7% | -2% | -2%
O=S(=O)(c1cc(Cl)sc1Cl)N1CCCC1 | 6% | 3.7% | -1% | 1% | 21%
Cc1cccc(C)c1NC(=O)COn1nnc2ccc(C(F)(F)F)cc21 | 9% | i | 28% | 8% | -9%
CN(CC(=O)Nc1cc(C(F)(F)F)ccc1-n1cncn1)Cc1ccccc1N1CCOCC1 | -15% | 1.2% | . | . | .
O=C(Cn1ccc(C(F)(F)F)n1)N=Nc1c(O)[nH]c2ccccc12 | -3% | 1.9% | -13% | -12% | -1% | VEEV TC-83 Vero 10K pilot screen=1.3
COCCNC(=S)N/N=C(\C)c1ccccc1O | 45% | 0.3% | ? | ? | -5% | VEEV TC-83 Vero 10K pilot screen=3.3
COc1ccc(Cc2nnc(SCC(=O)Nc3nc(C)cs3)o2)cc1 | -10% | 5.5% | 75% | 4% | -5%
COc1ccc(N2C(=O)C(CC(=O)O)S/C2=C\C(C)=O)cc1 (configuration not stated) | -1% | 2.4% | . | -11% | -14% | VEEV TC-83 Vero 10K pilot screen=0.7
COc1ccc(C2(C)NC(=O)N(CC(=O)N(c3ccccc3)C3CCS(=O)(=O)C3)C2=O)cc1 (configuration not stated) | -9% | 0.3% | 6% | -4% | .
CCOC(Cn1cc([N+](=O)[O-])c(=O)[nH]c1=O)OCC | 0% | 0.0% | . | . | .
COc1cc(C)ccc1OCCOCCOc1ccccc1[N+](=O)[O-] | -7% | 0.6% | 42% | 0% | -2%
CSc1ccc(CNC(=O)Cn2nc(C)c3c(C)n(-c4ccc(C)cc4)nc3c2=O)cc1 | 11% | 1.2% | -8% | 0% | 5%
CC(C)CCNC(=O)c1onc(CSc2ccc(Cl)cc2)c1C(=O)NCCC(C)C | 3% | 0.6% | 14% | 8% | 3%
O=c1[nH][nH]c2nc(C(F)(F)F)cc(C(F)(F)F)c12 | 1% | 2.0% | -5% | 2% | 10%
CCOC(=O)CCNC(=O)N1CCCC(CNS(=O)(=O)c2cccs2)C1 (configuration not stated) | 8% | 0.6% | -10% | -1% | -1%
CC(C(=O)NC1C=CS(=O)(=O)C1)N1C(=O)/C(=C\c2ccccc2)SC1=S (configuration not stated) | -5% | 1.3% | -4% | 1% | -10%
O=C(Nc1ccccc1-c1nnn(CC(=O)N2CCCc3ccccc32)n1)c1ccc(Cl)cc1 | -1% | 5.4% | 4% | 15% | 7% | VEEV TC-83 Vero 10K pilot screen=5.9
COc1cccc(N2CCN(Cc3ccc(Cl)cc3)CC2)c1 | 2% | i | -5% | -2% | 4%
Cc1cccc(OCC(=O)N/N=C/c2cc([N+](=O)[O-])ccc2N2CCOCC2)c1 | 0% | 1.1% | 5% | -3% | -2%
COc1ccc(CNC(=O)C[C@H]2C[C@H](C(=O)N(C(C)C)C(C)C)[C@@]3(C)c4[nH]c5ccc(Cl)cc5c4CCN3C2=O)cc1OC | -12% | 0.6% | . | . | .
O=C(OCc1c(-c2ccccc2)ncc2ccccc12)c1ccccc1C(F)(F)F | 0% | 2.7% | 33% | 13% | .

Continued (two carried over from the part before).
SMILES | H1N1 NS1A inhibition | VEEV TC-83 Vero | tuberculosis growth | M. tuberculosis HTS | PhoP GFP inhibition | others
COc1ccc(CNC(=O)C[C@H]2C[C@H](C(=O)N(C(C)C)C(C)C)[C@@]3(C)c4[nH]c5ccc(Cl)cc5c4CCN3C2=O)cc1OC | -12% | 0.6% | . | . | .
O=C(OCc1c(-c2ccccc2)ncc2ccccc12)c1ccccc1C(F)(F)F | 0% | 2.7% | 33% | 13% | .
Fc1ccc(NC(=S)N2CCc3ccccc3C2)c(F)c1 | -7% | 0.2% | 21% | -6% | 13%
N#Cc1ccc(-c2ccc(OCC(=O)Nc3cccnc3)cc2)cc1 | -10% | 8.6% | 1.4µM* | ? | -5%
O=C(O)/C(=C\c1cccc(OCc2ccccc2)c1)c1ccc(F)cc1 | 2% | 1.2% | 28% | 0% | -30%
CCOc1cc(/C=N\NC(=O)CC(=O)NCCc2ccccc2)ccc1O | -4% | 0.6% | 7% | 1% | 5%
COc1ccc(S(=O)(=O)Nc2cccnc2)cc1 | -19% | i | -8% | -7% | 14%
CCOc1ccc(S(=O)(=O)NCc2cccnc2)c2ccccc12 | -3% | 0.2% | -10% | 6% | -8%
COc1ccc(OC)c(CCNC(=O)c2ccc3c(c2)N(Cc2ccccc2)CCS3)c1 | 1% | 8.9% | 78% | 0% | -11%
O=C(Nc1cccc(Cl)c1)OC1CN2CCC1CC2 (configuration not stated) | -3% | 2.0% | -14% | 8% | 0%
CC1=CC(C)C2(COC(=O)Nc3ccccc3)COC(C)C1C2C (configuration not stated) | 11% | 3.6% | 17% | -4% | -2%
COc1ccc(CCNc2cc(C)nc3c(-c4ccc(Cl)cc4)cnn23)cc1OC | 6% | 8.7% | ? | ? | -2%
O=C(NCCC1=CCCCC1)N[C@@H](Cc1ccccc1)C(=O)O | 2% | 2.3% | 14% | 8% | 0%
CCOC(=O)C1CCCN(C(=O)c2ccc(Cl)cc2)C1 (configuration not stated) | 4% | i | 2% | 4% | 7%
Cc1nc(-c2cccc(Cl)c2)n[nH]1 | 12% | 9.7% | 3% | -8% | 0%
COc1cc(S(=O)(=O)Nc2ccc(C)cc2)ccc1N=Cc1c(C)c(C#N)c(=O)n(C)c1O | . | i | -10% | -2% | -1%
CC(C)COc1ccc(-c2cc(C(=O)NN)[nH]n2)cc1 | 2% | 1.2% | 46% | 14% | 22%
Cc1ccc(C)c(NC(=S)N(C2CCCCC2)C(C)c2cccnc2)c1 (configuration not stated) | -14% | 0.5% | -12% | -6% | 6%
CCCCNC(=O)C(=O)Nc1cc2c3c(c1)CCC(=O)N3CCC2 | -1% | 4.0% | 3% | -3% | -5%
Cc1onc(-c2ccccc2)c1C(=O)Nc1nc(-c2ccccc2)cs1 | -15% | 2.0% | 8% | 1% | 13%
C=CCc1ccc(OCc2ccc(C(=O)O)o2)c(OC)c1 | -10% | 1.1% | -14% | 4% | 5%
C=CCOC(=O)C1=C[C@@H](c2ccc(Br)cc2)C[C@@H](OCCCCO)O1 | -4% | 0.0% | 17% | 8% | -1% | VEEV TC-83 Vero 10K pilot screen=1.2
CC(=O)Nc1ccc(S(=O)(=O)NCC(=O)OCC(=O)Nc2sccc2C(N)=O)cc1 | 0% | i | -10% | -4% | .
CC1CCN(c2ccc(-c3ccc(NC(=O)C(F)(F)F)cc3)nn2)CC1 | 9% | 6.0% | 38% | -1% | 1%
O=C(CCCN1C(=O)/C(=C\c2cccc(Br)c2)SC1=S)Nc1cccnc1 | -4% | 12% | 49% | -1% | -8%
O=C(c1cc2cc([N+](=O)[O-])ccc2oc1=O)N1CCN(C2CCCCC2)CC1 | -7% | 0.8% | -8% | -1% | 6%
Cc1c(N)cccc1-n1cnnn1 | -3% | 1.0% | -1% | 2% | -2%
N#C/C(=C\c1cccnc1)c1ccc(Br)cc1 | -2% | i | 32% | 1% | 0%
O=C(NCCN1CCN(C(=O)c2cccc([N+](=O)[O-])c2)CC1)C(=O)NCc1ccc(Cl)cc1 | -1% | 3.1% | 1% | -7% | -8%
COC(=O)c1ccc(NC(=O)CCS(=O)(=O)c2ccc(C)cc2)cc1 | -7% | 0.1% | 11% | 3% | 9%
CCOC(=O)C1CCCN(C(=O)C(C)Oc2ccc(Cl)cc2Cl)C1 (configuration not stated) | 6% | i | 0% | -5% | -8%
Cc1noc(C)c1C(=O)N1CCc2ccccc2C1 | 0% | 3.3% | . | . | -5%
O=C(CCS(=O)(=O)Cc1ccccc1F)N1CCc2ccccc2C1 | 19% | 0.5% | 65% | 3% | -4%
S=C(NCc1ccccn1)NN=Cc1ccccn1 | 3.9µM* | ? | . | . | .
Cc1cc(-n2c(C)cc(C(=O)CSc3nnnn3-c3ccccc3)c2C)no1 | 2% | i | 5% | 36% | -12%
CCCCn1nc(C(=O)OCC(=O)Nc2sccc2C(N)=O)c2ccccc2c1=O | -3% | 1.8% | 6% | 11% | -11%
COc1ccc(C(=O)NCc2csc(C(C)C)n2)cc1OC1CCN(C(C)=O)CC1 | 22% | 2.9% | -9% | 4% | -9%
CC(C)[C@@H](C(=O)NC1CCCC1)N1C(=O)N2CCc3c([nH]c4ccccc34)[C@@]2(C)C1=O | -2% | 2.6% | -8% | -6% | 28%
CCC(C)(C)NC(=O)C(c1ccc(C)cc1)N(CC1CCCO1)C(=O)CNC(=O)c1cccs1 (configuration not stated) | -2% | i | 17% | 0% | 9%
COCC(=O)Nc1ccc(F)cc1 | 0% | 1.7% | -2% | -9% | 2%
Clc1cccc(Cl)c1CN1CCN(c2ncccn2)CC1 | -3% | i | 3% | 3% | 10%
CC1CCCCN1C(=S)NC(=O)c1ccccc1 (configuration not stated) | -5% | 2.7% | . | 16% | .
CCn1c(=O)cc(OCC(=O)Nc2ccc(OC)c(OC)c2)c2ccccc21 | 2% | 1.0% | 8% | 9% | -8%
O=C(CSc1nccn(-c2ccc(F)c(F)c2)c1=O)NC1CCCC1 | -2% | 6.5% | . | . | .
COC(=O)c1c(NC(=O)COc2ncnc3ccccc23)sc(C)c1C | -1% | i | -1% | -7% | -8%

Of the compounds above, three contain a furan ring, fused or not.
SMILES | H1N1 NS1A inhibition | VEEV TC-83 Vero | tuberculosis growth | M. tuberculosis HTS | PhoP GFP inhibition | others
O=C(Cn1cc(C(=O)c2ccco2)c2ccccc21)Nc1ccccc1F | -2% | 8.1% | -2% | -7% | 15%
O=C(NCc1ccco1)c1cc(-c2ccccc2)nn1CC1CC(c2cccc([N+](=O)[O-])c2)=NO1 (configuration not stated) | -4% | 7.3% | 21% | 4% | .
C=CCc1ccc(OCc2ccc(C(=O)O)o2)c(OC)c1 | -10% | 1.1% | -14% | 4% | 5%
